Assay outcomes deposited in PubChem BioAssay by National Center for Advancing Translational Sciences (NCATS).
12-LOX inh = ALOX12 (human) lipoxygenase inhibition; P18054; purified 12hLO, xylenol orange hydroperoxide absorbance; Potency, µM (doses to about 108 µM), for inactives: top-dose activity change, negative = inhibition, actives largely listed as inhibitors; 580,000 compounds, 1.1% hits; note: potency is the fitted concentration of half-maximal effect; % is set by controls: 0 for no effect and ±100 for the full control effect
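Purified human 12hLO (150 nM final) in 25 mM Hepes, 0.01% Triton X-100, pH 7.0 was preincubated 15 min at room temperature with compound. Then 40 uM arachidonic acid was added, 30 min. Hydroperoxide was read by Fe-XO absorbance ratio 573/405 nm.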
LDHA block = blocks human lactate dehydrogenase A. 480,000 compounds, 0.15% hits. activity change, % (values are at about 110 or 230 µM). purified LDHA, NADH/diaphorase-resazurin fluorescence; active compounds read low. P00338; in the data active = activity change below about -30%; inconclusive = mostly about -25% to -30%;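 note: plate controls were DMSO wells for no effect and wells without enzyme for full effect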
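LDH5 2 nM; NADH 0.06 mM, pyruvate 0.2 mM; 200 mM Tris pH 7.4, EDTA, Tween-20; 5 min RT. Detection: diaphorase 0.133 mg/mL + resazurin 37 µM, fluorescence ex540/em590 at 0 and 20 min; normalized to enzyme-free and DMSO wells.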
Vif-A3G inh = Vif-A3G binding inhibition; Q9HC16; HeLa A3G-eYFP + Vif (tagged APOBEC3G with the HIV-1 protein that degrades it), YFP fluorescence, overnight; Potency, µM (series often up to 46.1 µM), without a hit: top-dose activity, negative = active, actives largely listed as inhibitors; 410,000 compounds, 0.076% hits;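 note: potency is the fitted concentration of half-maximal effect; % is set by controls: 0 for no effect and ±100 for the full control effect; nearly all actives have a fitted effect of over 60% in size; hits raise eYFP signal because A3G escapes Vif-driven loss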
Target sequence (Q9HC16 whole entry, looked up): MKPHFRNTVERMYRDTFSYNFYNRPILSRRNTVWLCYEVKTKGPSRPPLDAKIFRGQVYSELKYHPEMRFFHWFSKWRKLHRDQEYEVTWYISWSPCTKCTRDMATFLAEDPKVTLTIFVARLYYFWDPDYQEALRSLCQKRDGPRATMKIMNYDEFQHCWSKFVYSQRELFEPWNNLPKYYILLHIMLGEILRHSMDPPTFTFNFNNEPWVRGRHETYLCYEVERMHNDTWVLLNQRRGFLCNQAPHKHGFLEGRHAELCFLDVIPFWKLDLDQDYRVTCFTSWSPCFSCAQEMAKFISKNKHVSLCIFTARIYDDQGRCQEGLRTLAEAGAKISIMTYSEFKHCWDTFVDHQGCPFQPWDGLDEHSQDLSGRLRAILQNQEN
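HeLa cells stably expressing Vif and C-terminally eYFP-tagged A3G, seeded overnight at 37 deg C, then exposed to compound by pintool overnight at 37 deg C. Rise in yellow fluorescence (Ex 488/Em 500-530, Acumen) marks blocked Vif-driven A3G degradation.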
RGS4 inh = blocks human RGS4-accelerated GTP hydrolysis | Transcreener GDP fluorescence polarization, RGS4-accelerated GTP hydrolysis | Potency, µM (titrated, usually from 114 µM), inactives show at the highest dose activity change, negative = inhibition, usual class: inhibitors | 390,000 compounds, 0.039% hits | AID 504845; note: potency is the fitted concentration of half-maximal effect; % is set by controls: 0 for no effect and ±100 for the full control effect; nearly all actives have a fitted effect of over 75% in size; some results filed as inactive show a strong effect at the top dose
Target sequence (P49798 whole entry, looked up): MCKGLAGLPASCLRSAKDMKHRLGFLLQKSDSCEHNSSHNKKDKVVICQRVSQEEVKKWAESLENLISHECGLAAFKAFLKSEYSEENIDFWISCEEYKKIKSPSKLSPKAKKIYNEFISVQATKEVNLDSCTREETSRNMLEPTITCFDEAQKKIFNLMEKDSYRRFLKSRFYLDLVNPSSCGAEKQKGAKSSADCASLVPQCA
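MLSMR compounds (23 nl, pin-transferred) preincubated 10 min at room temperature with a 500nM (2x) first reagent, then RGS4 at 900nM (2x) plus Transcreener GDP mix added; fluorescence polarization (620/688 nm) read before and after 90 min at 30 °C.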
D2 antagonist = antagonizes the human D2 dopamine receptor. inhibition, % at 10 µM. HEK293 TREx D2 cells, calcium flux, dopamine EC80. AID 485344. P14416. 340,000 compounds, 2% hits; in the data active = inhibition above about 30%; note: 0% is about no effect
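Tetracycline-induced HEK293 TREx cells expressing D2 receptor forced-coupled to calcium signalling, loaded with no-wash calcium dye. Compounds added and calcium flux read 180 s, then dopamine added at EC80 and read a further 180 s.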
Glioma ERSR ind = induces the endoplasmic reticulum stress response in human glioma cells | U87-MG GRP78 promoter luciferase reporter, 16 h | 420,000 compounds, 0.02% hits | Potency, µM, inactives show at the top dose activation, hits mostly activators | AID 602332; note: potency is the fitted concentration of half-maximal effect; series mostly up to about 76 µM; % of control where 0% means no effect; nearly all actives have a fitted effect of over 35% in size
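Stably transfected U87-MG human glioma cells carrying a GRP78-based luminescent sensor were seeded at 1000 cells/well, pin-dosed with compounds and incubated 16 h. Luciferase reagent was then added, and end-point luminescence was read after 10 min at room temperature.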
ERG-DNA inh = ERG Ets/DNA interaction inhibition | P11308 | fluorescence polarization, His-ERG Ets domain / labelled DNA | Potency, µM (series often up to 76.9 µM), for the others: at the top dose FP activity, negative = inhibition, usual class: inhibitors | 370,000 compounds, 0.028% hits; active = well fitted inhibition curve with a large enough effect in the polarisation, with a control signal flat; inconclusive = small, poorly fitted or top-dose-only effect, or effect the other way, or a change in a side signal; inactive = no such curve, though single readings can be large or run the other way; the % refers to the polarisation;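 note: polarization taken with two DNA probes labelled with fluorescein and Texas red; potency is the fitted concentration of half-maximal effect; % of control where 0% means no effect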
Target sequence (P11308 whole entry, looked up, the tested form may be a part): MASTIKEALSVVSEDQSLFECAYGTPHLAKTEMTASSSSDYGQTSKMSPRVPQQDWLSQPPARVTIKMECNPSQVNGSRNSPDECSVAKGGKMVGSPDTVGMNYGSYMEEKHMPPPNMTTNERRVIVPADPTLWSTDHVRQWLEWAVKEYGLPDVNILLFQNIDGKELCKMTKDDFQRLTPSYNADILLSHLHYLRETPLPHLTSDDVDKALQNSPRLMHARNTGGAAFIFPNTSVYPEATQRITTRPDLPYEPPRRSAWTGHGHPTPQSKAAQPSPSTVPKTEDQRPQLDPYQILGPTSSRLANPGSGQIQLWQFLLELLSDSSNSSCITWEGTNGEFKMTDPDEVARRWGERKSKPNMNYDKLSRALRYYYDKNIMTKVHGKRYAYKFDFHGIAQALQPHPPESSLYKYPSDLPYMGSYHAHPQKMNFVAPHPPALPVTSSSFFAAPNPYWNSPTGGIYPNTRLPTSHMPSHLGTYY
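His-tagged ERG Ets domain (1 uM in the protein solution; 300mM KCl, 50mM Tris-HCl, 1mM EDTA, 1mM DTT, pH 7.5) received compound, then a probe mix of 5 nM fluorescein-DNA and 100nM Texas-615-DNA. Fluorescence polarization was read for both dyes.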
D2 ag = agonists of human D2 dopamine receptor; P14416; HEK293 T-REx D2 cells, calcium flux agonist mode; activation, % at 2 µM; 340,000 compounds, 0.53% hits; AID 485358;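 active = activation over 3 SD above normal in the single-dose calcium agonist read, cut at about 30% in these data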; note: 0% is about no effect
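Calcium-flux readout, 1 cycle/sec over 180 s following compound pin transfer, in inducible HEK293 Trex D2 cells (force-coupled); dopamine controls included. Positive calcium responses during this window marked compounds as potential agonists.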
Vif-APOBEC3F blk = Vif-A3F binding inhibition. HeLa A3F-eYFP + Vif (tagged APOBEC3F with the HIV-1 protein that degrades it), YFP fluorescence increase. Potency, µM (highest dose often 46.1 µM), for the others: at the highest dose activity, negative = active. 390,000 compounds, 0.2% hits; note: potency is the fitted concentration of half-maximal effect; % of control where 0% means no effect; nearly all actives have a fitted effect of over 65% in size
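HeLa cells stably expressing Vif plus C-terminally eYFP-tagged A3F were seeded, incubated overnight at 37 deg C, dosed with compound, incubated overnight again at 37 deg C. Yellow fluorescence (Ex 488/Em 500-530) reported blocked Vif-mediated A3F-eYFP degradation.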
* = called active by the depositor; ? = inconclusive; . = not tested or not shown; & = joins results of further samples; [ ] = another dose, or the depositor's remark. Unless noted, calls come from the whole dose curve; as a rule, active = well fitted curve in the direction sought with a large enough effect; inconclusive = small, poorly fitted or top-dose-only effect, or another doubt; inactive = no such curve, though single readings can be large; an effect the other way counts as inactive or inconclusive. Only part of the results is shown; the hit share may differ from the screen's.

SMILES | 12-LOX inh | LDHA block | Vif-A3G inh | RGS4 inh | D2 antagonist | Glioma ERSR ind | ERG-DNA inh | D2 ag | Vif-APOBEC3F blk
O=C(Nc1ccccc1)OCc1cc(-c2ccc(Cl)cc2)on1 | 281%[activator] | -4 | -5% | -14% | . | -3% | -5% | . | -16%
CC1(C)CC(=O)C2=C(C1)Oc1nc3ccccc3cc1C2C(C#N)C#N (configuration not stated) | -22% | -1 | ? | -2%[11.4 µM] | -9 | -14% | 10% | 0.5 | -4%
O=C(c1cnn(-c2ccc(F)cc2)c1-n1cccc1)N1CCN(c2ccccc2)CC1 | 7% | -9 | -2% | 9% | . | -2% | -1% | 1.4 | 11%
Cc1nc2ccccc2n1C1CC(=O)N(Cc2ccccc2)C1=O (configuration not stated) | 0% | 0 | 2% | -23% | 2 | 2% | -3% | 0.8 | 1%
Cc1cc(C)cc(NS(=O)(=O)c2ccc3[nH]c(=O)[nH]c3c2)c1 | 2% | -5 | 0% | 2% | 2 | -3% | 5% | -0.9 | 4%
CCOc1ccc(N=C2NC(=O)S/C2=C\c2ccc(OC)cc2)cc1 | -7% | -19 | 1% | -2% | 5 | -1% | . | 0.1 | -2%
Cn1cnnc1Sc1ccc(S(C)(=O)=O)cc1[N+](=O)[O-] | -8% | 6 | 3% | 22% | -4 | -2% | 1% | 0.4 | 8%
Cc1ccccc1Cn1cc(CCC(=O)NC(C)c2ccccc2)c2ccccc21 (configuration not stated) | -29% | -3 | -11% | -1% | . | -4% | 8% | 0.5 | 1%
O=C(COC(=O)c1cc(Cl)nc2ccccc12)c1ccc(Cl)cc1 | -11% | -2 | 1% | -30% | 4 | -4% | 2% | 1.1 | 4%
COCC(=O)N1CCCC(C(=O)c2ccc(C(F)(F)F)cc2)C1 (configuration not stated) | 0% | 0 | -1% | 17% | 4 | -4% | 1% | -0.5 | 1%
O=[N+]([O-])c1cccc(CSc2ncnc3ccccc23)c1 | -1% | 2 | -7% | -30%[56.9 µM] | 4 | 4% | -7% | -0.3 | 3%
COc1ccc(C(=O)NCC(C)(C)N2CCOCC2)cc1S(=O)(=O)NCc1ccc(Cl)cc1 | 83%[activator] | -4 | 1% | 9% | . | -4% | -9% | . | -3%
O=C(Nc1ccccc1)c1ccc(-n2cnnn2)cc1 | -1% | -12 | 2% | -16% | -12 | 3% | 4% | 0.9 | -1%
CCOc1ccc(NC(=O)CCNc2c(N3CCCC3)c(=O)c2=O)cc1 | 0% | -5 | 0% | 6%[11.4 µM] | 2 | 2% | 3% | -1.4 | -15%
Cc1ccc2c(c1)CCO[C@@]21O[C@H](CCO)C[C@H](O)[C@H]1O | -20% | -2 | -1% | . | . | -3% | . | . | 0%
O=C(COc1ccccc1)Nc1ccc(-c2ccc(N3CCOCC3)nn2)cc1 | -6% | -3 | -3% | -12% | 3 | -5% | 24% | -0.1 | 4%
COC(=O)c1ccc(OC)c(CSc2nnc(COc3cccc(C)c3)o2)c1 | -15% | -9 | 7% | 23% | . | 2% | 0% | . | -1%
CC1(C(=O)NCc2cccc3ccccc23)CCN1C(=O)C1(c2ccccc2)CCCC1 (configuration not stated) | 2% | 1 | -10% | . | . | 8% | . | . | .
CCC(=O)Nc1ccc(Oc2ccc(NC(=O)CC)c(NC(=O)CC)c2)cc1 | 0% | -3 | 3% | -9% | . | 1% | -14% | . | 5%
Cn1c(=O)c2c(nc(SCCNS(=O)(=O)c3ccccc3)n2C)n(C)c1=O | 1% | -6 | -6% | -23% | -3 | -3% | 2% | 0.4 | -1%
Cc1cc(=O)n2c(n1)NC(Nc1cccc(C)c1C)=NC2c1ccccc1 (configuration not stated) | 0% | 2 | 2% | 20% | -2 | -2% | -9% | -0.8 | -3%
O=C(NC1CCSc2ccccc21)c1ccccc1F (configuration not stated) | -1% | -5 | 1% | 24% | -17 | 1% | -4% | -0.5 | 2%
COc1cc(Br)cc(CN2CCN(C=O)CC2)c1O | ? | 7 | 1% | 0% | 3 | -5% | -15% | 0.1 | 2%
COc1ccc(C(=O)O)nc1C | ? | -9 | 2% | 10% | 6 | -4% | -3% | -2.5 | 0%
O=C1C(=Cc2cn(-c3ccccc3)nc2-c2ccc(OCc3ccccc3)cc2)SC(=S)N1CCS(=O)(=O)O | ? | -15 | -8% | . | . | -5% | . | . | .

Following part:
SMILES | 12-LOX inh | LDHA block | Vif-A3G inh | RGS4 inh | D2 antagonist | Glioma ERSR ind | ERG-DNA inh | D2 ag | Vif-APOBEC3F blk
CC(=O)c1sc(NC(=O)c2cc(S(=O)(=O)N3CCOCC3)ccc2F)nc1C | 13% | 2 | 0% | -1% | 11 | -2% | 11% | 0.3 | 2%
CN(c1ccccc1)C1CCCCC1NS(=O)(=O)c1ccc(Cl)cc1 (configuration not stated) | -6% | 0 | -8% | 5% | 14 | -2% | -15% | 0.7 | ?
O=C(c1[nH]c(C(F)(F)F)nc1-c1ccccc1)N1CCc2c([nH]c3ccccc23)C1 | -2% | 2 | ? | . | . | -5% | . | . | .
Cc1cnc(C(=O)Nc2cc(F)ccc2C)cn1 | -9% | -5 | -1% | -4% | 20 | -1% | 1% | 0.1 | 1%
CCc1cc(C(=O)Nc2c(C)nn(Cc3ccc(C)cc3)c2C)no1 | -12% | -16 | 0% | -19% | . | -1% | 0% | -0.5 | -1%
Cc1cc(Cl)ccc1NC(=O)c1cccc(NC(=O)N2CCSc3ncccc32)c1 | -37% | 3 | 5% | -10% | . | -1% | 4% | -0.8 | 2%
C=CCn1c(COc2ccc(Cl)cc2)nnc1SCC(=O)NCC(=O)OCC | -6% | -5 | 1% | -17% | 6 | 2% | -7% | 0.1 | -12%
Cc1ccccc1OCCn1cc(/C=C(\C#N)C(=O)NCc2ccco2)c2ccccc21 | 6% | -12 | 0% | 10% | -5 | 2% | -6% | 0.2 | 2%
O=C1CC(c2ccco2)CC2=C1C(c1ccccc1)n1nc(C(F)(F)F)nc1N2 (configuration not stated) | ? | -4&-1 | -14%&-4% | 1%&-3% | -11 | -5%&-5% | -4% | -0.8 | -3%
O=C1NCCOC(=O)[C@H](Cc2ccc(F)cc2)C/C=C\C[C@@H]1CC(=O)N(CCO)Cc1ccccc1 | ? | 1 | -1% | -25% | . | -6% | 0% | . | -2%
CCOc1ncccc1C(=O)OCc1ccc([N+](=O)[O-])cc1 | 0% | -8 | -3% | -15% | -6 | -4% | -6% | 3.2 | 11%
CCCCCCCN1C2=NCCCN2c2ccccc21 | ? | -5 | 3% | -10% | -40 | -3% | 0% | -2.6 | -2%
COCc1ccc(CN2CCc3c([nH]c4ccccc34)C2C(C)(C)C)o1 (configuration not stated) | 3% | 2 | -1% | -7% | -1 | 1% | -6% | -0.2 | -2%
Cc1nn(CC(=O)NC2CC2)c(=O)c2cc3cc(F)ccc3n12 | -5% | -14 | 1% | 22% | . | -3% | -1% | -0.2 | -1%
CC(Sc1nnc(-c2ccncc2)n1C)C(=O)NCC1CCCO1 (configuration not stated) | ? | -4 | 0% | 10% | -3 | -2% | 15% | 0.4 | -21%
O=C(CCc1ccccc1)Nc1cccnc1Cl | 0% | -3 | 0% | 1% | 1 | 1% | -18% | 0.1 | 17%
CCOC(=O)c1c(C)[nH]c(C)c1S(=O)(=O)N1CCCC(C(=O)Nc2ccc(OC)c(OC)c2)C1 (configuration not stated) | -18% | -3 | -2% | 30% | . | -3% | -5% | 0.2 | 2%
CCOC(=O)/C(C#N)=C/Nc1ccccc1NS(=O)(=O)c1cccc(C(C)=O)c1 | 31% | 1 | -7% | 12% | 13 | -3% | 1% | 13 | 16%
CCOC(=O)CSc1nc(C(C)(C)C)cc(C(F)(F)F)c1C#N | -5% | -3 | 0% | 5% | 21 | -4% | 0% | -0.5 | -3%
Clc1ccc(N2CCN(c3ncnc4c3cnn4-c3ccccc3)CC2)cc1Cl | -14% | -1 | 3% | -9% | . | -1% | 1% | 0.1 | 3%
CN(C)c1ccc(CNCCC(Cc2ccccc2)c2ccco2)cc1 (configuration not stated) | -16% | -1 | -4% | -12% | 2 | -8% | -2% | 1.3 | 2%
CC(=O)c1ccc2cccc3c2c1N=CN3C | 2% | 15 | 13µM* | -7% | -2 | -5% | . | 2.1 | ?
CCc1nc2sc3c(N4CCC(C)CC4)ncnc3c2c2c1CCCC2 | -11% | 0 | -18% | 12% | . | 0% | 2% | . | -28%
COc1ccccc1OC(C)C(=O)Nc1ccccc1C(=O)NCc1cccnc1 (configuration not stated) | 3% | -7 | -3% | 17% | 6 | -4% | -3% | 0.8 | 0%
O=c1c2cnn(-c3ccccc3)c2ncn1Cc1ccccc1F | 37%[activator] | -16 | 0% | -18% | 2 | -6% | 3% | -1.6 | -6%
Cc1c(C(=O)OCc2nc3ccsc3c(=O)[nH]2)oc2ccccc12 | 357%[activator] | -2 | -1% | -23% | -11 | -5% | -5% | -1.3 | 4%
COC(=O)c1cc(C)nc2c1c(=O)nc(SCc1ccccc1Cl)n2C1CC1 | -22% | 1 | -12% | -13% | . | -4% | 1% | -0.8 | 2%
O=c1c2c(nc3c(-c4ccccc4)c[nH]n13)CCC2 | 3% | -2 | -3% | 12% | -7 | 2% | . | 0.3 | -14%
